MEKK2wt PB1 HTS = modulators of MEK5 binding to wildtype MEKK2, primary screen, biochemical, multiplex bead flow cytometry, Alexa488-MEK5 | hit rate 1.1% among 290,000 | Alexa488-MEK5 binding to MEKK2 WT; actives lie on both sides | Mitogen-activated protein kinase kinase kinase 2 (Homo sapiens), Q9Y2U5 | binding response (% of control), % at 10 µM | AID 1531, 2009; in the data active = binding response below about 67% or above about 130%
M18AAP inhibitor = PfM18AAP inhibitors, malaria aminopeptidase, primary screen, biochemical, QFRET, recombinant enzyme. M18 aspartyl aminopeptidase (Plasmodium falciparum 3D7). H-Glu-NHMec fluorogenic cleavage. inhibition, % at 7.35 µM. hit rate 1.2% among 290,000. AID 1822, 2009;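 active = inhibition above the campaign mean inhibition over all tested compounds plus 3 SD, cut at about 28% in these data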;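 note: 0% = plate median of test compound wells and 100% = 2 mM ZnCl2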
NALP1 yeast inh = NALP1 inflammasome inhibitors in reconstituted yeast, colorimetric, S. cerevisiae, triplicate retest | S. cerevisiae NALP1/ASC/caspase-1 growth, X-gal OD620, 72 h | hit rate 0.61% among 280,000 | inhibition, % at 10 µM | AID 2071, 2009; in the data active = inhibition mostly above about 24%, no sharp cut-off; inactive = mostly below about 32%; note: some compounds called inactive have numbers as strong as hits
PHOSPHO1 inh = PubChem AID 1565; Phosphoethanolamine/phosphocholine phosphatase (Homo sapiens), Q8TCT1; recombinant PHOSPHO1, absorbance phosphatase assay; inhibition, % at 13.3 µM; hit rate 1.1% among 290,000; in the data active = inhibition above about 60%
Target sequence (Q8TCT1 whole entry, looked up): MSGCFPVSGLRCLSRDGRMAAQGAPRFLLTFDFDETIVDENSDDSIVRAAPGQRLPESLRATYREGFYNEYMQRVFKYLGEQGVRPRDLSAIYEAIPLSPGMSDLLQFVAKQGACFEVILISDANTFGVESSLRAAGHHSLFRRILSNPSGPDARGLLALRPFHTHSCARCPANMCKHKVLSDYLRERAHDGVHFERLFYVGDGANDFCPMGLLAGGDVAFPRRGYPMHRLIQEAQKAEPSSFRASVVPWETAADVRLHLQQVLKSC
DNA FID counter = compounds displacing fluorescent DNA intercalator, primary screen, artefact control for HCV NS3 helicase inhibitor project, biochemical, FID fluorescence | DNA fluorescent intercalator displacement | inhibition, % at 7.9 µM | hit rate 0.17% among 290,000 | AID 1845, 2009; in the data active = inhibition above about 37%;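 note: 0% = vehicle and 100% = reference compound; higher means more ethidium bromide displaced from hairpin DNA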
GPR7 antagonist = GPR7 receptor antagonists, primary screen, cell-based, fluorescence, single concentration | Neuropeptides B/W receptor type 1 (Homo sapiens), P48145 | GPR7-expressing cells, fluorescence antagonist assay | inhibition, % at 4.4 µM | hit rate 1.1% among 290,000 | AID 1861, 2009; in the data active = inhibition above about 16%, passing the limit was not always enough;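 note: cells stimulated with the agonist NPW; 0% = agonist with vehicle and 100% = vehicle without agonist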
Target sequence (P48145 whole entry, looked up): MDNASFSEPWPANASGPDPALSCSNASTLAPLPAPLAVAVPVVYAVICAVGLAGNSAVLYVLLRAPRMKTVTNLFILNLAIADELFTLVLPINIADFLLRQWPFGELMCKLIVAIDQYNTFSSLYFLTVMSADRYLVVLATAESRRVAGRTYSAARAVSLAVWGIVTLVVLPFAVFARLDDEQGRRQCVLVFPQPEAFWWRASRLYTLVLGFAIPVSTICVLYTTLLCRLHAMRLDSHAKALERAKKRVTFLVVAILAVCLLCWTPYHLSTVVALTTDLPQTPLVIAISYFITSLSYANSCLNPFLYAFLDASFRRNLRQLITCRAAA
MEKK3 PB1 HTS = modulators of MEKK3-MEK5 PB1 binding, primary screen, biochemical, wildtype MEKK3, multiplex bead flow cytometry, Alexa488-MEK5; Mitogen-activated protein kinase kinase kinase 3 (Homo sapiens), Q99759; bead-based flow cytometry, Alexa488-MEK5 binding to MEKK3; actives lie on both sides; 0 = blocked by unlabeled MEK5, 100 = vehicle; binding response (% of control), % at 10 µM; hit rate 1.4% among 290,000; AID 1529, 2009;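 active = binding response more than 3 SD above or below the average of its plate-row segment, actives on both sides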;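 note: Alexa488 bead fluorescence after subtracting the streptavidin-only scavenger bead signal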
MEKK2 mut-MEK5 = MEK5 binding signal on mutant MEKK2 PB1, primary screen, biochemical, multiplex bead flow cytometry, Alexa488-MEK5; percent response, % at 10 µM; hit rate 0.35% among 290,000; Alexa488-MEK5 binding to MEKK2 mutant; in the data active = percent response above about 24%, passing the limit was not always enough; note: inactives centre near 1; some results filed as inactive read as strong as hits; reference of the scale not given here
OXTR agonist = human OXTR agonists, primary screen, fluorescence, CHO-OTR cells, Fluo-8 calcium | Oxytocin receptor (Homo sapiens), P30559 | Fluo-8 calcium fluorescence; normalized: DMSO 0%, oxytocin 100% | activation, % at 3 µM | hit rate 0.32% among 320,000 | AID 2435, 2010;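 active = activation above the mean of all tested compounds plus 3 SD, cutoff set per screening run, cut at about 20% in these data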;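 note: peak over basal fluorescence ratio from a 100 s FLIPR kinetic read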
Target sequence (P30559 whole entry, looked up): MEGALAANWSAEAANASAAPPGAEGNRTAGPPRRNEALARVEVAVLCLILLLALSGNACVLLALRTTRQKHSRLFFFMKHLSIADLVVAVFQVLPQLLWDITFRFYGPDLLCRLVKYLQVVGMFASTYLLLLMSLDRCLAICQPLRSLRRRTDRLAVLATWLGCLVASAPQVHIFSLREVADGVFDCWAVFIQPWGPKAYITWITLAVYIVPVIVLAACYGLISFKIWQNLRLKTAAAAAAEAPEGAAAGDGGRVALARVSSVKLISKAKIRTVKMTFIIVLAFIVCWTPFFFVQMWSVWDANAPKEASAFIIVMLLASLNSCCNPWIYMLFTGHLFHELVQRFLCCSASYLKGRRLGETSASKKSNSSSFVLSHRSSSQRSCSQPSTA
An asterisk follows results filed as active; x = no result given; [ ] = remark or other dose.

Order of results – DNA FID counter, M18AAP inhibitor, MEKK2wt PB1 HTS, MEKK3 PB1 HTS, PHOSPHO1 inh, OXTR agonist, MEKK2 mut-MEK5, GPR7 antagonist, NALP1 yeast inh
> O=C(NCCCN1CCOCC1)c1ccc2c(c1)N(Cc1c(F)cccc1Cl)C(=O)c1ccccc1S2
 : 21, 4, 116, 102, 26, 5.7, 5, 25*, -6
> O=C(Nc1cccc2[nH]ncc12)c1ccc(F)cc1
 : 0, -11, 103, 107, 50, 0.8, 7, -6, -9
> CC1CCc2nn(CC(=O)NC3CCCC(C)C3C)cc2C1 (stereo not given)
 : -29, 3, 98, 96, -14, -1.7, -5, -10, 33
> C/C(=N\Nc1ncc(Cl)cc1Cl)c1ccc2c(c1)OCO2
 : -3, 0, 102, 104, 30, -2.2, -3, -1, 2
> CC(=O)c1cc2c(cc1NC(=O)CCC1CCCC1)OCO2
 : -7, -6, 101, 97, -14, -2.2, 0, -1, 22
> C=CCN(c1ccccc1C(=O)O)S(=O)(=O)c1ccc(NC(=O)OC)cc1
 : -8, 1, 99, 101, 48, 1.2, 1, -2, x
> O=C(O)COc1ccccc1/C=N/NC(=O)c1cc(-c2ccc(F)cc2)nc2ccccc12
 : -20, 7, 97, 102, 28, 0.8, -1, -5, -6
> CCOC(=O)CN1C(=O)C(=O)N(Cc2c(F)cccc2Cl)C1=O
 : -5, -5, 99, 103, 14, -0.1, 3, -6, 10
> COc1ccc(C2N=C(c3ccccc3)C(C)(C)N2O)cc1OC (stereo not given)
 : -14, -2, 105, 105, 5, -0.3, 11, 3, -3
> CCCCNC(=S)N(C)/N=C/c1sc(N2CCCCC2)nc1-c1cccs1
 : -14, 2, 93, 100, 3, -0.4, -1, -17, 29
> Cc1cc(NC(=O)C2CCCN(S(=O)(=O)c3cnc[nH]3)C2)ccc1Br (stereo not given)
 : -6, 6, 106, 102, -9, -0.1, 4, -7, 2
> Cc1csc2nc(CNS(=O)(=O)c3ccc(-c4ccccc4)cc3)cn12
 : -23, -4, 106, 106, 0, 8.5, 11, -5, 6
> COc1ccc(N2CCN(C(=O)c3cccc(Cn4cc(Cl)cn4)c3)CC2)cc1
 : -39, 6, 100, 104, -31, 2.0, 3, 3, 0
> CCCCCOc1ccc(CSC2=NCCN2)cc1[N+](=O)[O-]
 : 17, -5, 108, 91, 9, 6.2, 0, 0, 47
> CC(C)C12CN3CC(C(C)C)(CN(C1)C31C(=O)Nc3ccccc31)C2=O (stereo not given)
 : -6, -2, 104, 92, -23, 1.1, 2, -11, 17
> Cc1ccc(C(=O)OCC(=O)Nc2ccccc2N2CCOCC2)cc1
 : -29, 1, 109, 93, 18, -2.1, 14, -7, 18
> Cc1ccc(-c2nc3c(c(=O)[nH]c(=O)n3Cc3ccccc3)n2C)o1
 : -18, -4, 105, 111, 0, x, 0, -2, 4
> COc1ccc(/C=C(\NC(=O)c2ccc(OC)cc2)C(=O)Nc2ccccc2C(=O)O)cc1
 : -14, 0, 92, 92, 22, -0.1, -3, -5, 10
> COc1ccccc1N1CCN(C(=O)c2ccc(-c3ccccc3)cc2)CC1
 : -48, 0, 98, 98, 25, -1.7, -4, -8, -51
> Nc1cccn2c(-c3ccc(Cl)c(Cl)c3)cnc12
 : -4, 2, 96, 102, 24, -2.1, -3, 1, -4
> CCOC(=O)N1CCN(C(=O)c2nn(C)c3c2CSc2ccccc2-3)CC1
 : -42, 2, 105, 103, 44, -1.2, 3, 6, 4
> C=Cn1cc[n+](CC(=O)c2ccc(C)cc2)c1
 : 0, -2, 94, 108, 7, -0.7, -11, -18, 4
> N#C/C(=C\c1ccc(N2CCOCC2)o1)C(=O)NC1CCCCC1
 : -21, 7, 89, 89, 28, 14, -18, -8, 10
> CC1=C(Sc2nc3ccccc3[nH]2)C(=O)NC(C)(C)C1
 : -3, -11, 99, 100, 1, 0.4, -1, -6, -8
> O=C(N1CCOCC1)N1c2ccccc2CC(N2CCOCC2)c2ccccc21 (stereo not given)
 : -30, -5, 98, 99, -25, -0.2, -4, -8, -27
> COc1cc(C(=O)Nn2cnnc2)ccc1OC(F)F
 : -10, 45*, 103, 100, 37, 0.9, 5, -2, 8
> CCN(CC)C(=O)CSc1nnc(SCc2ccc(Cl)cc2)s1
 : -28, -1, 113, 111, 3, 0.9, 3, 11, 15
> COc1ccc(-n2nc(C(=O)NCC(=O)NCCCN3CCC(C)CC3)c3ccccc3c2=O)cc1Cl
 : 18, -4, 119, 101, 20, -0.4, 11, 9, 8
> CC/C(=N\NC(=O)c1cccnc1)c1ccc2c(c1)OCCO2
 : -4, 2, 104, 102, -8, -1.3, 7, -7, 11
> O=C(CCc1nnc2n(Cc3ccc(Cl)cc3)c(=O)c3ccccc3n12)NCCN1CCCC1
 : 9, 7, 112, 103, 17, -0.5, 10, -15, 3

Next part; the last 5 above are carried over.
Order of results – DNA FID counter, M18AAP inhibitor, MEKK2wt PB1 HTS, MEKK3 PB1 HTS, PHOSPHO1 inh, OXTR agonist, MEKK2 mut-MEK5, GPR7 antagonist, NALP1 yeast inh
> COc1cc(C(=O)Nn2cnnc2)ccc1OC(F)F
 : -10, 45*, 103, 100, 37, 0.9, 5, -2, 8
> CCN(CC)C(=O)CSc1nnc(SCc2ccc(Cl)cc2)s1
 : -28, -1, 113, 111, 3, 0.9, 3, 11, 15
> COc1ccc(-n2nc(C(=O)NCC(=O)NCCCN3CCC(C)CC3)c3ccccc3c2=O)cc1Cl
 : 18, -4, 119, 101, 20, -0.4, 11, 9, 8
> CC/C(=N\NC(=O)c1cccnc1)c1ccc2c(c1)OCCO2
 : -4, 2, 104, 102, -8, -1.3, 7, -7, 11
> O=C(CCc1nnc2n(Cc3ccc(Cl)cc3)c(=O)c3ccccc3n12)NCCN1CCCC1
 : 9, 7, 112, 103, 17, -0.5, 10, -15, 3
> Cc1ccc(S(=O)(=O)Nc2ccc(S(=O)(=O)Nc3cc(C)nc(C)n3)cc2)cc1
 : 0, 7, 114, 122, 54, -0.1, 1, -5, 10
> O=c1c2c(n3nnnc3n1-c1ccccc1)-c1ccccc1CC21CCCC1
 : -6, 3, 100, 101, -12, -0.4, 1, -4, 11
> CNC(=O)Nc1ccc2nc(C)oc2c1
 : -4, 3, 93, 87, 32, 0.4, -21, -6, x
> O=C(Nc1cccc(Br)c1)/C(=C\c1cccnc1)NC(=O)c1ccco1
 : 1, 0, 89, 91, 4, -1.1, -7, -3, 4
> O=c1c2c(ncn2C2CCCC2)n(Cc2ccccc2)c(=O)n1CCOc1ccccc1
 : -16, 1, 106, 95, -6, -2.5, 3, -8, 20
> CC1CN(C(=O)c2ccc(Oc3ccccc3)cc2)CC(C)O1 (stereo not given)
 : -18, -1, 86, 70*[inhibitor], -29, 0.1, -4, -3, 13
> C=CCNC(=S)N/N=C/c1cn(-c2ccccc2)nc1-c1ccc(OC)cc1
 : -1, 2, 94, 96, 4, -0.8, -3, -8, 5
> CCOC(=O)c1c(NC(=O)CSc2ncn[nH]2)sc(C)c1C
 : -17, 48*, 113, 113, 4, -0.6, 2, -6, 22
> COc1ccc(OC)c(-c2csc(NC(=O)Cc3ccccc3OC)n2)c1
 : -19, -8, 105, 105, 26, -1.5, 0, -6, 11
> COc1ccc(C(C(=O)NC(C)(C)C)N(Cc2ccco2)C(=O)CCC(=O)Nc2cc(C)on2)cc1 (stereo not given)
 : -32, -5, 114, 116, -25, -2.3, 5, -5, 6
> COC(=O)Cn1c(CN2CCN(c3ccc(F)cc3)CC2)nc2c1c(=O)n(C)c(=O)n2C
 : x, x, 112, 102, 6, -0.8, 7, x, 7
> O=C1CCc2cc(S(=O)(=O)N3CCN(Cc4ccc5c(c4)OCO5)CC3)ccc2N1
 : -3, 1, 95, 93, 21, 2.8, 1, 2, -18
> CC1=Nc2ccccc2N=C(NC(=O)CN2CCN(c3ccc(F)cc3)CC2)C1c1ccccc1 (stereo not given)
 : -9, -17, 98, 104, 22, -1.8, -1, -11, x
> Cc1ccccc1Cn1cccc1/C=C1/C(=N)N2C=CSC2=NC1=O
 : -8, -6, 97, 100, 23, -2.0, 4, -20, 7
> CN(C)CCN(C(=O)c1ccc(S(=O)(=O)N(C)c2ccccc2)cc1)c1nc2cc3c(cc2s1)OCCO3
 : 2, 7, 106, 95, 33, -0.3, -5, -6, x
> COc1ccc(C2SCC(C(=O)NCc3ccc(F)cc3)N2C(C)=O)cc1 (stereo not given)
 : -14, 8, 108, 101, -2, 0.5, 3, -15, 6
> O=C(Nc1ccccc1[N+](=O)[O-])c1nc[nH]c1C(=O)NCCO
 : 6, 6, 93, 90, 26, -0.1, -4, -14, -25
> CC(=O)NCCCc1c[nH]c2ccc(Cl)cc12
 : 3, 0, 112, 115, 26, 2.6, 2, -1, 6
> COc1ccc(-c2nc(Cn3c(SCc4ccc(F)cc4)nc4ccncc43)c(C)o2)cc1OC
 : -1, 4, 121, 113, -9, -1.6, 14, -5, 4
> CCn1c(O)c(/C=N/NC(=O)c2ccncc2)c(=O)n(CC)c1=S
 : -17, -3, 106, 99, -6, x, 10, -7, 4

3 structures out of the list, arranged by SMILES length, smallest number first:
Order of results – DNA FID counter, M18AAP inhibitor, MEKK2wt PB1 HTS, MEKK3 PB1 HTS, PHOSPHO1 inh, OXTR agonist, MEKK2 mut-MEK5, GPR7 antagonist, NALP1 yeast inh
> CCCCCOc1ccc(CSC2=NCCN2)cc1[N+](=O)[O-]
 : 17, -5, 108, 91, 9, 6.2, 0, 0, 47
> Cc1csc2nc(CNS(=O)(=O)c3ccc(-c4ccccc4)cc3)cn12
 : -23, -4, 106, 106, 0, 8.5, 11, -5, 6
> COc1ccc(N2CCN(C(=O)c3cccc(Cn4cc(Cl)cn4)c3)CC2)cc1
 : -39, 6, 100, 104, -31, 2.0, 3, 3, 0

Some of these compounds in order of the GPR7 antagonist value, falling:
Structure,M18AAP inhibitor,MEKK2wt PB1 HTS,MEKK3 PB1 HTS,PHOSPHO1 inh,MEKK2 mut-MEK5,GPR7 antagonist,NALP1 yeast inh
O=C(Nc1cccc2[nH]ncc12)c1ccc(F)cc1,-11,103,107,50,7,-6,-9
N#C/C(=C\c1ccc(N2CCOCC2)o1)C(=O)NC1CCCCC1,7,89,89,28,-18,-8,10
O=C(Nc1ccccc1[N+](=O)[O-])c1nc[nH]c1C(=O)NCCO,6,93,90,26,-4,-14,-25

High-throughput results deposited in PubChem BioAssay by several laboratories.
